Screening results: PubChem BioAssay, National Center for Advancing Translational Sciences (NCATS)
HttQ103 aggreg = reduces HttQ103-GFP aggregates in PC12 cells. Potency, µM (highest dose often 46.1 µM), inactives show top-dose activity change, negative = inhibition, actives largely listed as inhibitors. actives 1.1% (n = 220,000). PC12 HttQ103-GFP aggregates, Acumen cytometry, 40 h; further: potency means the concentration at half of the fitted maximal effect; on the % scale 0 is the no-effect control and ±100 the full control effect; nearly all actives have a fitted effect of over 60% in size
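Aggregates are detected as GFP objects 1–25 µm with signal 6 STDEV over background in lysates of induced PC12 cells. These carry Huntingtin exon 1 with 103 glutamines fused to GFP under an ecdysone promoter; compounds titrated.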
IMPase Li inh = IMPase inhibition in cells with lithium potentiation; CHO-M1 cells, IP1 TR-FRET (IP-One), carbachol + lithium; Potency, µM (series often up to 59.4 µM), for inactives: at the highest dose activity, negative = IMPase inhibition, hits mostly inhibitors; actives 0.35% (n = 210,000); AID 1457;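 further: IP1 builds up when IMPase is blocked and the TR-FRET signal falls; potency means the concentration at half of the fitted maximal effect; plate controls were basal vehicle for no effect and high inhibitor control for full effect; nearly all actives have a fitted effect of over 50% in size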
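IP1 accumulation measured by competitive TR-FRET in lysed CHO-M1 cells after 30 min compound exposure at 37C, with a small lithium addition to potentiate weak responses. Hill-equation AC50 from ratio and donor-channel data.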
CBFb RUNX1 block = inhibitors of human CBF-beta and RUNX1 interaction; Q01196+Q13951; Potency, µM (series often up to 59.8 µM), inactives show top-dose activity, negative = inhibition, usual class: inhibitors; AlphaScreen CBFb-His/RUNX1-biotin binding, biochemical; 230,000 tested, under 10 active; further: % of control where 0% means no effect
Target sequence (Q01196 whole entry, looked up): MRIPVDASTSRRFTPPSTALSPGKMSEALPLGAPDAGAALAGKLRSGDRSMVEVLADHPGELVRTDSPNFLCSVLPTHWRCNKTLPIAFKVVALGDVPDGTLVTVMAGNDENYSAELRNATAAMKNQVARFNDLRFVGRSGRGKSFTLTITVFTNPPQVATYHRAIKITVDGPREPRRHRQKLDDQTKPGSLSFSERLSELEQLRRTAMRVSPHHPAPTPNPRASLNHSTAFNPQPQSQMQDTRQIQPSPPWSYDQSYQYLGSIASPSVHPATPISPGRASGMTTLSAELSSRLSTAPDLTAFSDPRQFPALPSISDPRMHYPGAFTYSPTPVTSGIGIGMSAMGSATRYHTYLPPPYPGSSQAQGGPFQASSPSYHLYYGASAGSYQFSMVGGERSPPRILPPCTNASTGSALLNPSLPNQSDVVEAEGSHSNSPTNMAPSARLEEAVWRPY
Target sequence (Q13951 whole entry, looked up): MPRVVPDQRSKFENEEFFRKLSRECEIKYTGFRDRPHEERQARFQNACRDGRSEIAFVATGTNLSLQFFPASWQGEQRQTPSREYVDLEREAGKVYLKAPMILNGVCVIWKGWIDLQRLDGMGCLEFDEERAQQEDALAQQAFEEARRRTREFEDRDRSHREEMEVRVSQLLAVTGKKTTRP
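Compounds were screened at multiple concentrations against a preformed CBF-beta(His)/RUNX1(biotin) complex (30 nM of each) for 15 min at room temperature, followed by 90 min with nickel and streptavidin beads and AlphaScreen reading.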
HTT ATP protect = Huntington cell model cytoprotection by ATP luminescence. Potency, µM (titrated, usually from 56.4 µM), for the others: cytoprotection (ATP increase), usual class: activators. AID 1471. actives 0.14% (n = 230,000). PC12 HTT-Q103 induced, cytoprotection, ATP luminescence, 40 h;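 further: potency means the concentration at half of the fitted maximal effect; % of control where 0% means no effect; nearly all actives have a fitted effect of over 45% in size; toxic huntingtin expression switched on by the ecdysone agonist tebufenozide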
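ATP quantification (ATPlite) reports survival of PC12 cells in which tebufenozide, 100 nM final, switches on Htt exon 1 with 103 glutamines linked to GFP; compounds are titrated.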
KinaseGlo FLuc = blocks Kinase-Glo luciferase, a counter-screen artifact; Q27757; Kinase-Glo luciferase, ATP luminescence, 8 min; Potency, µM (series often up to 38.3 µM), for inactives: top-dose activity change, negative = inhibition, actives largely listed as inhibitors; actives 0.28% (n = 200,000); AID 1379; further: potency means the concentration at half of the fitted maximal effect; on the % scale 0 is the no-effect control and ±100 the full control effect; nearly all actives have a fitted effect of over 60% in size
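Kinase-Glo luciferase light output from ATP and luciferin was measured with 10 uM ATP, within the enzyme's linear range. Buffer: 50 mM imidazole pH 7.2, 50 mM KCl, 7 mM MgCl2, 0.01% Tween 20, 0.05% BSA; luminescence read after 8 min at ambient temperature.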
Lamin A splicing = modulators of lamin A splicing | Potency, µM (titrated, usually from 46.1 µM), without a hit: top-dose ratio change, negative = inhibition, hits mostly inhibitors | HeLa LMNA splicing GFP/RFP minigene ratio, 48 h | actives 0.01% (n = 200,000); active means well fitted inhibition curve with a large enough effect in the signal ratio, with a control signal flat, not every such curve was filed as active; inconclusive means small, poorly fitted or top-dose-only effect, or effect the other way, or a change in a side signal; the % refers to the signal ratio; further: potency means the concentration at half of the fitted maximal effect; on the % scale 0 is the no-effect control and ±100 the full control effect
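S3 HeLa stable clones carrying a lamin A-EGFP splicing minigene plus DsRed2 were seeded at 600 cells/well in Opti-MEM with 2% FBS, pin-dosed and incubated 48 h at 37°C. Acumen cytometry (488 nm) gave the GFP/RFP total-intensity ratio.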
SMN2 splice up = enhancers of SMN2 splice variant expression; HEK293 SMN2-luciferase splicing reporter, luminescence, 30-36 h; Potency, µM (doses to about 46.1 µM), inactives show at the top dose activity change, positive = activation, actives largely listed as activators; actives 2.8% (n = 210,000); AID 1458; further: potency means the concentration at half of the fitted maximal effect; % of control where 0% means no effect; nearly all actives have a fitted effect of over 55% in size
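HEK293 cells carry an SMN2 […]–luciferase reporter in which exon 7 inclusion puts luciferase in frame. Cells were plated 10-12 h before compound addition, then incubated 30-36 h at 37C. ONE-Glo luminescence was read; sodium butyrate at 4.5 mM final served as control.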
Starred values were filed as active, the others as inactive; ? = inconclusive; / = no result given; & = joins results of further samples; [ ] = another dose, or the depositor's remark. Unless noted, the call rests on the fitted dose curve; in most records, active means well fitted curve in the direction sought with a large enough effect; inconclusive means small, poorly fitted or top-dose-only effect, or another doubt; inactive means no such curve, though single readings can be large; an effect the other way counts as inactive or inconclusive.

Values run as follows: HttQ103 aggreg | IMPase Li inh | CBFb RUNX1 block | HTT ATP protect | KinaseGlo FLuc | Lamin A splicing | SMN2 splice up
NC(=O)C12CCCC(Br)(CCC1)C2
  -3%[9.22 µM] | / | 5% | -9%[10 µM] | / | / | /
O=C(Cn1cc([N+](=O)[O-])cn1)N1CCc2ccccc21
  13% | -3%[38.3 µM] | 1% | 4% | 0% | 0% | -5%
Cc1ccc(C)c(NC(=S)N(Cc2ccco2)C(C)c2cccs2)c1 (centres undefined)
  1% | 12% | 6% | 5% | -3% | / | -24%
Fc1ccc(Nc2nc(-c3ccncc3)cs2)cc1
  -16% | -1% | -4% | ? | 0% | ? | ?
O=C(OCCCCN1C(=O)c2ccccc2C1=O)c1n[nH]c2ccccc12
  5% | 5% | 3% | 1%[10 µM] | 0% | -16% | -16%
Cc1ccc(C)c(OCC(=O)N/N=C/c2c(C)nn(-c3ccccc3)c2Cl)c1C
  ? | 3% | 7% | 9%[10 µM] | -1% | -7% | -3%
Cc1ccn2c(C(=O)NN=C3CCN(C)CC3)c(C)nc2c1
  -1% | 13% | -1% | -9% | 0% | / | -28%
COc1ccccc1NC=C1C(=O)OC(C)(C)OC1=O
  8%[9.22 µM] | -8%[38.3 µM] | 4% | -10% | 7% | 16% | 9%
CCOC(=O)c1c(NC(=O)CN2CCOCC2)sc2c1CCCC2=O
  19% | -14%[38.3 µM] | -5% | 2% | 1% | -2% | 23%
CCN(CC(=O)NCCc1ccc(F)cc1)Cc1nc2ccccc2c(=O)[nH]1
  1%[9.22 µM] | / | 29% | 18%[10 µM] | / | / | /
CC1CCc2nn(CC(=O)NCCC3=CCCCC3)cc2C1 (centres undefined)
  -20% | 36%[38.3 µM] | 3% | 10%[10 µM] | 3% | -5% | 15%
CCN1C(C#N)=C(C#N)N=C(C)CC1(C)C
  5% | -1% | -24% | -2%[10 µM] | -1% | / | 6%
O=C(CCn1nc(-c2ccccc2)c2ccccc2c1=O)Nc1cccnc1
  25%[9.22 µM] | 11% | 5% | 33%[10 µM] | 0% | 4%[46 µM] | /
CCOc1cccc(C2C(C#N)=C(N)Oc3cc(C)oc(=O)c32)c1OCC (centres undefined)
  2% | / | -9% | 15% | / | -2% | /
CC(C)OC(=O)CSc1nc2ncccc2[nH]1
  -13% | -3%[38.3 µM] | 5% | 2%[0.074 µM] | -4% | -6% | -2%
COc1ccc(C(=O)NCCc2nc3cc([N+](=O)[O-])ccc3n2C)cc1
  -2%[9.22 µM] | / | -3% | 8%[10 µM] | / | / | /
CCOC(=O)C1=C(N)OC2=C(C(=O)CC(C)(C)C2)C1c1ccoc1 (centres undefined)
  8% | 9% | 8% | 5%[10 µM] | -6% | 2% | -4%
CN(C)CCOc1ccc2c(c1)Sc1ccccc1CC2=O
  18% | -2% | -8% | / | 11% | 1% | 7%
COCCn1c(SCCOc2ccccc2)nc2ccccc2c1=O
  5%[9.22 µM] | 9% | ? | -53%[inhibitor] | 2% | ? | -21%
CC(C)C(=O)Nc1cc(=O)[nH]c2ncnn12
  -15% | -5%[38.3 µM] | 1% | 11% | 0% | 4% | -6%
NCCCCNCCCN
  4%[9.22 µM] | 20%&-5%&22% | 7% | 16%[10 µM] | -3%&-8%&3% | ? | -51%&7%[inhibitor]
CCC(=O)N/C(N)=N/c1nc(C)c2cc(C)c(C)cc2n1
  4%[9.22 µM] | / | 3% | -9%[10 µM] | / | / | /
O=C(Nc1nc(-c2ccccc2)cs1)C1COc2ccccc2O1 (centres undefined)
  -6% | -4%[38.3 µM] | 5% | 4% | 3% | ? | 21%
COc1ccc(-c2nc(C(=O)O)cs2)cc1OC
  -2% | -12% | 6% | / | 1% | / | -10%
C/C(=N\Nc1cccc2cccnc12)c1ccc(N)cc1
  5% | 7% | -27% | -41%[inhibitor] | 0% | -26%[46 µM] | 11µM*
CN(C)S(=O)(=O)c1cccc(NC(=O)CSc2nncn2-c2ccccc2)c1
  -32% | 20% | -7% | 15% | 2% | -30%[46 µM] | -62%[inhibitor]
Nc1ccccc1SSc1ccccc1N
  26%[9.22 µM] | / | 7% | -5%[10 µM] | / | / | /
COC(=O)N1CCC2(CCN(C(=O)NC(C)C)CC2)CC1
  / | 1% | / | ? | 1% | / | -4%
CCCOC1(NC(=O)c2ccccc2)C(C)=CC(=O)C=C1C
  5% | 6%[38.3 µM] | 4% | -27% | -1% | 3% | 1%
Cc1ccc(C(=O)Nc2ccccc2-c2ccccc2)cc1[N+](=O)[O-]
  13% | 17%[38.3 µM] | -9% | -8% | -3% | 8% | -16%
CCc1ccc(N(C(=O)c2snc(C(N)=O)c2N)C(C(=O)NCCC(C)C)c2c[nH]c3ccccc23)cc1 (centres undefined)
  1% | -12%[38.3 µM] | 7% | -9% | -5% | ? | -15%
CCOc1ccc2c(c1)-c1c(ssc1=S)C(C)(C)N2C
  -19% | 31%[38.3 µM] | / | 12% | -1% | ? | -17%
CC(C(=O)NCc1cccnc1)N1C(=O)c2ccccc2C1=O (centres undefined)
  -4% | -3% | -13% | -7%[10 µM] | 2% | -10% | 2%
O=C(NCC(c1cccnc1)N1CCN(c2ccc(F)cc2)CC1)OCc1ccccc1 (centres undefined)
  4% | 11%[38.3 µM] | -4% | 7% | 5% | ? | -40%[inhibitor]
CCOC(=O)C1CCCN(C(=O)CSc2ccccc2)C1 (centres undefined)
  16% | -2% | -6% | -1%[10 µM] | -2% | 1% | ?
O=C(CCC(=O)N(CC(=O)NC1CCCCC1)c1ccc2c(c1)OCO2)Nc1ccccn1
  -2% | 10%[38.3 µM] | 5% | 9%[10 µM] | -7% | 2% | 14%
COc1ccc(NC(=O)Nc2ccc3nc(C)c(C)nc3c2)cc1
  -12% | -6%[38.3 µM] | -5% | -15% | -7% | -4% | -28%
O=C(CSc1nc2ccccc2c(=O)n1-c1ccc(Cl)cc1)c1ccco1
  12% | 11%[38.3 µM] | 3% | -19%[10 µM] | -2% | 11% | -7%
O=C(O)CCC(=O)NCCn1c(-c2ccccc2)csc1=Nc1ccccc1
  0% | 5%[38.3 µM] | -1% | -7%[10 µM] | -5% | 4% | 6%
Cn1c(=O)c(C(=O)CN2CCCCCC2)c(N)n(Cc2ccccc2)c1=O
  12% | -1% | 4% | -27% | -2% | -5%[46 µM] | -10%
O=C(CCn1c(=O)sc2ccccc21)Nc1nccs1
  4%[9.22 µM] | -9%[38.3 µM] | -2% | -62%[inhibitor] | -1% | 3% | 0%
Cc1ccc2nsnc2c1S(=O)(=O)N(CCO)Cc1cc2cc3c(cc2[nH]c1=O)OCCO3
  16% | -3%[38.3 µM] | -7% | -19%[10 µM] | 1% | 7% | -6%
O=S(=O)(c1ccc(-c2csc(Nc3ccc(Br)cc3)n2)cc1)N1CCCC1
  23% | -27% | 12% | 0%[10 µM] | -4% | 12% | -47%[inhibitor]
Cc1noc(C)c1C(=O)N1CCC(Cc2ccccc2)CC1
  -23% | 19%[38.3 µM] | 1% | -24% | -3% | -2% | -48%[inhibitor]
O=c1oc2ccccc2c(Nc2cccc3cccnc23)c1[N+](=O)[O-]
  11%[9.22 µM] | 6% | -2% | -37%[inhibitor][1.9 µM] | -1% | / | -4%
Cc1ccccc1NC(=O)CC1S/C(=N/c2nccs2)N(C)C1=O (centres undefined)
  5%[9.22 µM] | 31%[activator][38.3 µM] | -1% | 30% | 1% | 0% | -10%
Cc1cc(C)nc(N2CCC(C(=O)NCc3ccccc3)CC2)n1
  4% | 7% | 12% | -3%[10 µM] | 0% | 3% | 1%
NC(N)=NS(=O)(=O)c1ccc(NC(=S)NC(=O)c2ccccc2)cc1
  0%[9.22 µM] | / | 14% | 11%[10 µM] | / | / | /
CC1CCCCC1NC(=O)CN1C(=O)c2cccc(N)c2C1=O (centres undefined)
  12% | -9% | -8% | -25% | -3% | / | 17%
Cn1c2ccccc2c2cc(C(=O)OCC(=O)N3CC(=O)Nc4ccccc43)sc21
  7% | -12%[38.3 µM] | 5% | -19% | -8% | -5% | -21%
CC(=O)NN1C(=O)/C(=C\c2ccccc2)SC1=S
  15% | -8%[38.3 µM] | -1% | 26% | -6% | -1% | 1%
COc1ccc(CCNC(=O)C2CCN(C(=O)NC3CCCCC3)CC2)cc1
  -1% | 4% | 7% | 19%[1.9 µM] | -2% | -6% | -1%
CC1CCCCN1Cc1cnc(Cl)s1 (centres undefined)
  -1% | 12%[38.3 µM] | 11% | 6%[10 µM] | 0% | 2% | 6%
CCSc1nnc(CNC(=O)C23CC4CC(CC(C4)C2)C3)n1C1CCCCC1
  -8% | -7% | -3% | 1%[10 µM] | 1% | -13% | -13%
COc1ccc(CCNC(=O)C2CCCN(c3ncccn3)C2)cc1 (centres undefined)
  16% | -1% | -7% | 15% | -4% | / | -5%
CC(C)c1nc(SCC(=O)N2CCCc3ccccc32)c2c(=O)n(C)c(=O)n(C)c2n1
  ? | 61%[activator][38.3 µM] | -2% | -7%[10 µM] | 3% | -4% | -18%
O=c1[nH]c(SCc2c(Cl)c(Cl)c(Cl)c(Cl)c2Cl)nc(=S)[nH]1
  / | 9% | / | -11%[10 µM] | -1%[7.66 µM] | / | 15%[9.22 µM]
C#C[C@]1(OC(C)=O)CC[C@H]2[C@@H]3CCC4=CC(=O)CC[C@@H]4[C@H]3CC[C@@]21C
  / | 25% | -8% | -116%[inhibitor] | -1%[39.9 µM] | / | /
Oc1ccc2ccccc2c1C=NCc1c(O)ccc2ccccc12
  / | 1% | / | -6%[10 µM] | -3%[7.66 µM] | / | -11%[9.22 µM]
O=C(O)/C=C/c1cn(Cc2ccccc2Cl)nc1-c1ccccc1
  -21%[9.22 µM] | / | 7% | -32%[10 µM] | / | / | /

The results go on.
Values run as follows: HttQ103 aggreg | IMPase Li inh | CBFb RUNX1 block | HTT ATP protect | KinaseGlo FLuc | Lamin A splicing | SMN2 splice up
Cc1cccc(CSC(Nc2ccc(F)cc2)=C(C#N)C#N)c1
  4.5µM* | 11% | 5% | -18%[10 µM] | -2% | ? | -96%[inhibitor]
CC(=O)C1C(=O)CC(C)(O)C(C(C)=O)C1c1ccccc1 (centres undefined)
  11% | -4% | 7% | -14% | 0% | / | -15%
CNc1nc(C)c(C(C)(C)C)s1
  4%[9.22 µM] | / | -4% | 12%[10 µM] | / | / | /
Cn1c(=O)c2cc(S(=O)(=O)NC(C(=O)N3CCCCCC3)c3ccccc3)ccc2n(C)c1=O (centres undefined)
  5% | 5%[38.3 µM] | 1% | -20% | 1% | 2% | 2%
